High-throughput results from PubChem BioAssay.
PABP1 MLLE inh – inhibitors of microRNA-mediated deadenylation, human PABP1 MLLE binding; P11940; GST-MLLE / FITC-PAM2 fluorescence polarization; inhibition, % at 20 µM; 0.36% of 360,000 active; in the data active = inhibition above about 35%, passing the limit was not always enough;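 also: plate controls were DMSO wells with GST-MLLE for no effect and wells lacking GST-MLLE protein for full effect; some results filed as inactive read as strong as hits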
Rin1 Abl inh – blocks binding of human Rin1 to Abl; inhibition, % at 7.35 µM; TR-FRET Rin1/Abl binding, biochemical; 0.4% of 360,000 active; AID 588664; P00519+Q13671; in the data active = inhibition above about 5%, passing the limit was not always enough
FAS TE block – inhibitors of human fatty acid synthase thioesterase domain; recombinant FAS-TE, OMFH fluorogenic substrate, fluorescence endpoint; inhibition, % at 15 µM; 0.67% of 360,000 active;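 active = compounds whose normalised, plate-corrected inhibition of enzyme fluorescence in the single-dose primary screen is 50% or more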;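 also: 0% = DMSO with enzyme and 100% = substrate without enzyme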
CSN deneddyl inh – inhibitors of human CSN-mediated cullin deneddylation | Purified CSN, SCF-Nedd8-OG deneddylation, fluorescence polarization | inhibition, % at 12.5 µM | 0.38% of 360,000 active;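 active = pattern-corrected inhibition above about 35%, with an unprinted fluorescence ratio check between 0.5 and 1.5, limit read from the data, passing the limit was not always enough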;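 also: 0% = enzyme with substrate and 100% = substrate without enzyme; some results filed as inactive read as strong as hits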
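Material: human Csn5 produced in HEK293T cells; Input: enzyme 0.24 nM; Reagent: SCFSkp2-Nedd8OG substrate at 10 nM final; Dosing: 12.5 µM compound; Incubation: 90 min reaction at room temperature; Detection: fluorescence polarization of the substrate; Evaluation: % inhibition of substrate cleavage by Csn5; Control set: substrate-only high control, full reaction low control.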
MT1-MMP act inh – blocks activation of human MT1-MMP; GFP/RFP ratio change, % at 20 µM; HT1080 RFP-PRO-GFP cells, GFP/RFP ratio fluorescence, overnight; percent of plate control window, DMSO zero; 0.061% of 360,000 active;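 active = GFP/RFP ratio change of at least 30% with cell ATP level not reduced by more than half and red fluorescence within 50% of control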; also: strong numbers were not always called active
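Assay system: RFP-PRO-GFP reporter HT1080 cells; read-out basis: GFP/RFP fluorescence ratio; benchmarks: DMSO wells and RFP-L50D-GFP cells; doses: 20 µM single dose, 1% DMSO; schedule: overnight cell settling, then overnight compound exposure, 37 °C, 5% CO2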
NadD inh – blocks S. aureus nicotinate mononucleotide adenylyltransferase; purified NadD enzyme, colorimetric absorbance read-out; inhibition, % at 20 µM; 0.78% of 360,000 active; AID 602399; in the data active = inhibition above about 26%; also: some compounds past the cut are filed as inactive
Neddyl block – blocks human cullin neddylation. calls only at 25 µM. TR-FRET cullin neddylation, biochemical. P61081+Q13564. 0.58% of 360,000 active; in the data active = inhibition above about 36%
SKN-1 inh – blocks SKN-1 activity in C. elegans. AID 624304. 0.49% of 360,000 active. C. elegans VP596 Pgst-4::GFP/RFP ratio, acrylamide-induced, 24 h. inhibition, % at 21.8 µM;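 active = interference check ratio from 0.5 to 1.5 plus GFP to RFP signal ratio inhibition reaching or exceeding a fixed threshold, cut at about 30% in these data, passing the limit was not always enough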; also: some compounds called inactive have numbers as strong as hits
Rpn11 inh – inhibitors of human proteasome Rpn11; human 26S proteasome, Ub4-pepOG fluorescence polarization; 20S core pre-blocked with epoxomicin; calls only at 20 µM; 0.59% of 360,000 active; AID 588493;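 active = inhibition at 20 µM, scaled to each plate's controls, above about 33%, limit read from the data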
* = called active by the depositor; i = inactive; . = no result given. An unsorted share of the library; any-hit rate near 3.9%.

smiles	SKN-1 inh	CSN deneddyl inh	Rpn11 inh	Rin1 Abl inh	NadD inh	Neddyl block	MT1-MMP act inh	FAS TE block	PABP1 MLLE inh
COc1cc(CNCCO)ccc1OCCc1ccccc1	7	1	i	-4	-12	i	-4	-7	-7
CC(C)CCn1cnc2c(c1=O)c1nc3ccccc3nc1n2Cc1ccc2c(c1)OCO2	3	-2	i	0	1	i	-9	-1	0
CN(C)S(=O)(=O)c1ccc2oc(SCC(=O)NCC(F)(F)F)nc2c1	-12	1	i	-1	4	i	1	-7	-60
CCOC(=O)C1=C(O)/C(=C/c2cn(CC(=O)NCC3CCCO3)c3ccccc23)SC1=Nc1ccc(C)cc1 (stereo not drawn)	-27	25	i	3	-5	.	-134	-70	115
CC(=O)NCCc1nc2ccccc2n1Cc1ccc(Cl)cc1	2	-10	i	2	-8	i	-3	4	5
CC(=O)OCC(=O)C1CCC2C3CC=C4CC(O)CCC4(C)C3CCC12C (stereo not drawn)	-1	1	i	2	-2	i	3	0	-6
c1ccc(CNc2nc(NCCc3ccncc3)c3sccc3n2)cc1	2	0	i	20*	0	i	-17	-1	3
O=S(=O)(c1ccc(Cl)cc1)n1cnc2ccccc21	-2	5	i	-1	0	i	4	-5	4
CCn1c(C)c(C(=O)O)c2cc(OC)c3ccccc3c21	15	0	i	1	-8	.	4	-2	21
Cc1nn(C(=O)N2CCOCC2)c(C)c1C	-12	0	i	-2	1	i	2	-10	8
Cc1ccc(C(=O)CCC(=O)N2CCN(C(=O)c3ccco3)CC2)cc1	7	-4	i	0	-1	i	0	-4	-1
Cc1cc(NC(=O)C(C)Oc2ccc(Cl)cc2Cl)n(-c2ccccc2)n1 (stereo not drawn)	-7	-2	i	6	-6	i	-1	8	-1
Cc1cc(NC(=O)CSc2nc(C)c(C)c(=O)[nH]2)no1	6	5	i	1	0	i	-8	-4	2
CCOCCn1c(SCc2ccc(F)cc2)nc2c1c(=O)[nH]c(=O)n2C	2	-1	i	-2	-4	i	4	-6	-9
Cc1ccc(NC(=O)CCNCc2ccco2)cc1S(=O)(=O)N(C)C	1	-1	i	6	-6	i	3	-5	-5
Cc1nn2c(-c3cccc(NC(=O)c4ccco4)c3)nnc2c2ccccc12	17	7	i	-2	-8	i	12	1	0
Cc1cc(C)n2nc(SCC(=O)NC(=O)NCc3ccco3)nc2n1	1	-8	i	4	2	i	-1	-4	4
Cc1nc2nc(SCC(=O)c3ccc([N+](=O)[O-])cc3)[nH]c2cc1Br	9	-1	i	-3	7	i	3	7	-73
Cc1cc(C)c(NC(=O)C2CCCN2CCOC(=O)c2cccc([N+](=O)[O-])c2)c(C)c1 (stereo not drawn)	11	-3	i	1	-5	i	-3	47	10
CCCS(=O)(=O)c1c(S(=O)(=O)CCC)c2cnccn2c1C(=O)c1ccc(Cl)cc1	-6	-5	i	-3	3	i	-1	8	-8
O=C1NC(=Nc2cccc([N+](=O)[O-])c2)SC1(CO)CO	10	-8	i	-1	-5	i	-4	-2	15
COc1cc2ccccc2cc1C(=O)N1CCN(C)CC1	2	-3	i	4	-4	i	0	-6	-1
Cc1noc(C)c1N=Nc1ccccc1C(=O)O	-6	-8	i	-1	-11	i	-3	-8	-16
COc1ccccc1C(=O)N(NC(=O)Oc1ccccc1)C(C)(C)C	-1	-6	i	4	-5	i	1	-10	5
COc1ccc(NC(=S)N2CCC(N(C)CC3CCCO3)CC2)cc1 (stereo not drawn)	7	-5	i	4	-1	i	1	-10	7

smiles	SKN-1 inh	CSN deneddyl inh	Rpn11 inh	Rin1 Abl inh	NadD inh	Neddyl block	MT1-MMP act inh	FAS TE block	PABP1 MLLE inh
CC(C)(C)OC(=O)N1O[C@H]2C[C@@H]1[C@@H]1[C@@H]2N=NN1C12CC3CC(CC(C3)C1)C2	22	-2	i	1	-1	i	4	2	1
COC(=O)c1cc(NS(=O)(=O)c2ccc(N3CCC(C)CC3)c([N+](=O)[O-])c2)cc(C(=O)OC)c1	12	-2	i	-3	6	i	2	36	-1
CC(=O)Oc1c(I)cc(I)cc1C(=O)Nc1ccc(Cl)cc1	3	-2	i	-4	13	i	1	33	-3
COc1ccccc1C(=O)Nc1ccc(CN2CCCCC2)cc1	7	-2	i	0	-3	i	-2	-3	-8
Cc1cc(OCC(=O)N2CCOCC2)c(C(C)C)cc1Cl	11	-1	i	-1	0	i	3	-2	8
COc1cccc(Cn2cccc(NC(=O)NCc3ccccc3)c2=O)c1	-7	2	i	2	2	i	-3	6	-11
CC(C)C(=O)N=c1sc2cccc(F)c2n1C	10	0	i	2	-11	i	5	2	-3
COc1cc(C(=O)Nc2ccc3c(c2)ncn3C(C)(C)C)cc(OC)c1OC	24	3	i	-3	1	i	3	-4	16
CC(=O)Nc1ccc(C(=O)CSc2ncn(-c3ccccc3)n2)cc1	31	-1	i	1	-1	i	-1	-1	41*
CC(NC(=O)COC(=O)CCC(=O)c1ccc(Cl)cc1)c1ccccc1 (stereo not drawn)	-8	-6	i	0	-1	i	-1	1	-9
CCCOC1OC(=O)c2c1ccc(OC)c2OC (stereo not drawn)	9	-2	i	0	0	i	0	-11	7
COc1ccc(N/C=C\C(=O)c2ccc(Br)cc2)cc1OC	-11	53*	.	1	11	i	-19	-25	-91
Cc1ccc(C(=O)N2CCN=C2SCc2ccc([N+](=O)[O-])cc2)cc1C	-11	0	i	-2	2	i	4	-51	8
CCOC(=O)[C@@H]1[C@H]2COc3ccc(Br)cc3[C@H]2N2C(=O)N(c3cccc(Cl)c3)C(=O)[C@]12C	2	0	i	-2	7	i	4	39	-3
COc1ccccc1-c1cc(C(F)(F)F)nc(S(=O)(=O)CCCC(=O)N2CCOCC2)n1	7	-1	i	-2	3	i	-8	5	19
OC1CCCN(C(=S)Nc2ccc(SC(F)F)cc2)C1 (stereo not drawn)	-8	-2	i	-3	0	i	0	-5	-48
C/C(=N\NC(=O)c1ccc(C)cc1)C1C(=O)c2ccccc2C1=O	7	0	i	-2	-7	i	3	1	-3
Cn1c(=O)n(CCOc2ccc(Cl)cc2Cl)c2ccccc21	-8	-1	i	-2	-9	i	-7	14	6
CCCC[C@@H]1C=C(C(=O)O)[C@H](c2ccc(Cl)c(Cl)c2)N1S(=O)(=O)c1ccc(C)cc1	-15	3	i	-1	4	i	5	15	15
COc1ccc(C2C(C(=O)NCC3CCCO3)c3cc(OC)c(OC)cc3C(=O)N2C)cc1OC (stereo not drawn)	-18	0	i	2	-6	i	-3	0	-11
CC(C)CNc1c(N)n(CC(C)C)c(=O)[nH]c1=O	4	-3	i	-1	0	i	4	-10	18
Cc1ccc(-c2n[nH]c3c2CCC3)cc1	-4	1	i	-1	-2	i	-3	-10	-4
CC(C)N1CC2(CC(c3ccccc3C(F)(F)F)=NO2)CN1C(=O)c1ccc(C(C)(C)C)cc1 (stereo not drawn)	5	2	i	1	8	i	-4	4	-9
CCCC(c1nnnn1CC(=O)OCC)N(Cc1cc2c(C)cc(C)cc2[nH]c1=O)C1CCCC1 (stereo not drawn)	2	3	i	1	3	i	1	2	1
CCCn1c(SCC(=O)N2CCCc3ccccc32)nnc1-c1ccccn1	-9	1	i	2	2	i	-2	2	-6

Two compounds from above, showing only Neddyl block and Rin1 Abl inh:
structure | Neddyl block | Rin1 Abl inh
Cc1ccc(-c2n[nH]c3c2CCC3)cc1 | i | -1
CC(C)N1CC2(CC(c3ccccc3C(F)(F)F)=NO2)CN1C(=O)c1ccc(C(C)(C)C)cc1 (stereo not drawn) | i | 1

(listing goes on)
smiles	SKN-1 inh	CSN deneddyl inh	Rpn11 inh	Rin1 Abl inh	NadD inh	Neddyl block	MT1-MMP act inh	FAS TE block	PABP1 MLLE inh
CN(C)CCN(C(=O)c1ccc(C(=O)c2ccccc2)cc1)c1nc2cc3c(cc2s1)OCCO3	2	3	i	-2	-2	i	1	29	2
CC(C)N1C(=O)C2C(C(=O)NC3CCCCC3)C3C=CC2(O3)C1C(=O)NC1CCCC1 (stereo not drawn)	6	2	i	0	-4	i	3	-6	4
O=C(NCc1ccccn1)c1ccc(Cl)c(S(=O)(=O)N2CCCCC2)c1	0	-13	i	2	-3	i	-3	-2	4
O=C(OC1CCS(=O)(=O)c2sccc21)c1ccccc1 (stereo not drawn)	-15	3	i	3	2	i	5	-1	2
CCCCc1nc(N2CCOCC2)c(C#N)c2c1COC(C)(C)C2	-2	-4	i	1	1	.	0	6	0
O=C(Cn1ncc2c(=O)oc3ccccc3c21)N1CCCc2ccccc21	-15	9	i	0	-2	i	-1	6	5
COc1ccc2[nH]c3c(c2c1)CCN1C(=O)C(CC(=O)NCCc2ccccn2)C[C@H](C(=O)N2CCCCC2)[C@@]31C (stereo partly drawn)	3	-2	i	-4	3	i	2	-5	-8
Cc1noc(C)c1COc1ccc(C(=O)N2CCN(S(=O)(=O)c3ccccc3)CC2)cc1	8	-5	i	2	-7	i	0	-42	-4
Cc1cc(O)c(C(C)C)cc1C1(c2cc(C(C)C)c(O)cc2C)OC(=O)c2ccccc21	11	6	i	-1	9	i	-18	30	3
COc1cccc(/C(O)=C/c2nc3ccc(C(=O)NCCc4cccc(C)c4)cc3[nH]c2=O)c1	-16	-5	i	-1	25	i	-23	-12	-46
[O-][n+]1onc2c1CCc1c-2nn(-c2ccccc2Cl)[n+]1[O-]	-2	-6	i	-2	-2	i	-5	8	8
Cc1nnc(NC(=O)c2ccc3ccccc3c2)s1	-3	1	i	0	2	i	1	-2	-4
CC1(c2ccccc2Cl)NC(=O)N(CC(=O)Nc2ccccc2OC(F)F)C1=O (stereo not drawn)	5	2	i	-2	-5	i	1	0	6
COc1ccc(OC)c(NC(=O)CSc2nnc(C3CCCCC3)o2)c1	-3	6	i	-3	1	i	-1	-1	5
CCc1ccc(O)c(-c2cc(C(=O)Nc3cccnc3)[nH]n2)c1	-7	1	i	-1	-3	i	3	-2	-6
COC(=O)c1cc(NC(=O)c2ccc(-c3ccccc3)cc2)ccc1Cl	4	4	i	-17	-10	i	1	-1	8
COc1ccc2[nH]c3c(c2c1)CCn1c-3nc2ccccc2c1=O	4	2	i	-3	-1	.	4	-1	-2
CSc1cccc(NC(=O)CCS(=O)(=O)c2cccc3nonc23)c1	6	-1	i	-2	-7	i	2	2	-5
CN(C)S(=O)(=O)c1cc(C(=O)Nc2ccn(C)n2)c(Cl)cc1Cl	-9	-2	i	3	-7	i	-1	-4	-11
Nc1nc(CSc2nnnn2-c2ccccc2)nc(Nc2ccccc2)n1	10	6	i	1	6	i	3	-2	-12
CN(C(=O)C1CCCO1)c1nnc(-c2ccncc2)s1 (stereo not drawn)	1	7	i	-5	0	i	0	-4	4
COCCNc1nc2nonc2nc1NC(C)c1ccccc1Cl (stereo not drawn)	7	11	i	4	-5	i	-2	12	-11
Cc1ccc2oc(C(=O)N3CCC(O)(c4cccc(C(F)(F)F)c4)CC3)c(C)c2c1	14	3	i	1	-7	i	-1	23	-9
COc1ccc(C2=NOC(CN3C(=O)c4ccccc4S3(=O)=O)C2)cc1 (stereo not drawn)	-11	2	i	-5	6	i	3	12	4
